Compound activity from PubChem.
F-actin modifier: cytoskeleton assembly modification; AID 836; actives 0.18% (n = 91,000); inhibition, % at 2 µM; HUVEC TNFa F-actin phalloidin imaging, high content;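 active = inhibition above the batch mean plus 3 SD and confirmed as a hit by visual image inspection, cut at about 30% in these data, passing the limit was not always enough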; also: strong numbers were not always called active
sEH act: increases human soluble epoxide hydrolase activity. P34913. purified human sEH enzymatic activity, activator screen. activation, % at 2 µM. actives 0.04% (n = 91,000). AID 717; in the data active = activation above about 37%; also: values of inactives mirror those of a sister screen read the other way
Target sequence (P34913 whole entry, looked up): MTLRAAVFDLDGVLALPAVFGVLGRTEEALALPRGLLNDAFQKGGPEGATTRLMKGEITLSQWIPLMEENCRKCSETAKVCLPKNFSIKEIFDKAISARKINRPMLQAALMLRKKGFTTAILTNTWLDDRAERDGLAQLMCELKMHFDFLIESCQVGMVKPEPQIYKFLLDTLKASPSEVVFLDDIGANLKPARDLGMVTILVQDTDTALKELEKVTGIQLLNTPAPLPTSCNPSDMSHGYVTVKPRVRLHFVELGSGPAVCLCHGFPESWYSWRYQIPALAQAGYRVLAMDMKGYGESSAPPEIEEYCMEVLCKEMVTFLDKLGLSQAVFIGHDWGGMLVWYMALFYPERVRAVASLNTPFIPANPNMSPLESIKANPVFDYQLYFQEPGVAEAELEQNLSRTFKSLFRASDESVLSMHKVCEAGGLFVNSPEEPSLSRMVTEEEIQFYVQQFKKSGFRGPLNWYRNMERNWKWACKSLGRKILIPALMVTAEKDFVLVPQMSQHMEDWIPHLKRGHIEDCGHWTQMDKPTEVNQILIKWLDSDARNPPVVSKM
ERb coact inh: ER-beta (human) coactivator binding inhibition; Q92731; TR-FRET ER-beta LBD / SRC1-Cy5 peptide binding; receptor agonist-loaded with 1 µM estradiol; inhibition, % at 25.6 µM; actives 1.3% (n = 86,000);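 active = compounds whose percent inhibition of the receptor-coactivator binding signal exceeds about 50% in the single-dose screen, limit read from the data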;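 also: 0% = receptor plus peptide wells without compound and 100% = peptide-only wells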
Target sequence (Q92731 whole entry, looked up, the tested form may be a part): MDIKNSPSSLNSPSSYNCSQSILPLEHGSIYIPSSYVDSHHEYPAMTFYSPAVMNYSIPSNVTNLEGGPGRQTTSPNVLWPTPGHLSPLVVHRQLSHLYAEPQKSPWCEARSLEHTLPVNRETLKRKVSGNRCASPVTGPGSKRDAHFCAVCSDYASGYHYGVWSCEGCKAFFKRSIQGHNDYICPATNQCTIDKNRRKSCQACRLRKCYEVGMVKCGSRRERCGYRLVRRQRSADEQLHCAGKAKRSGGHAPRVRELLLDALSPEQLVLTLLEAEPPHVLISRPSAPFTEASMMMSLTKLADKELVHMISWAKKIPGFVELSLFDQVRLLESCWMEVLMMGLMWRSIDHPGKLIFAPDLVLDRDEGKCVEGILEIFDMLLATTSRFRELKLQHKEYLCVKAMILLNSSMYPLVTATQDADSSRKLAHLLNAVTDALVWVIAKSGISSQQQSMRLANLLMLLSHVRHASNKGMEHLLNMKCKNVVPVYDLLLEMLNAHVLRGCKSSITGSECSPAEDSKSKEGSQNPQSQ
TNFa cytotox: HUVEC cytotoxicity counter-screen, TNF alpha stimulated; actives 0.17% (n = 93,000); HUVEC TNFalpha-stimulated, Hoechst cell count, imaging; cell count reduction, % at 2 µM;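 active = cell count reduction exceeding the screen mean by over 5 SD, scaled to untreated wells per plate, cut at about 78% in these data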;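 also: cells counted after 24 h of TNF alpha exposure following the 1 h pretreatment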
HUVEC tox IL1B: HUVEC cytotoxicity counter-screen, IL-1B stimulated | AID 845 | HUVEC cell count loss, Hoechst imaging | actives 0.41% (n = 94,000) | cell count reduction, % at 2 µM;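 active = cell count reduction more than 3 SD above the screen-wide mean, cut at about 70% in these data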;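 also: normalized per plate to untreated control cells as the no-loss baseline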
sEH inhibitor: soluble epoxide hydrolase (human) inhibition. inhibition, % at 2 µM. actives 0.34% (n = 91,000). P34913. recombinant human sEH enzymatic activity assay; in the data active = inhibition above about 80%; also: values of inactives mirror those of a sister screen read the other way; many of its hits are not listed in these tables
Candida biofilm: kills Candida albicans biofilms. inhibition, % at 6 µM. actives 0.14% (n = 85,000). C. albicans biofilm + clotrimazole, Alamar Blue. AID 834;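 active = inhibition above 20%; inactive = inhibition below 20%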;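 also: preformed 24 hr biofilms exposed to compound for 48 hr; 0% = biofilm without compound and 100% = blank killed by clotrimazole plus chlorhexidine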
VCAM1 TNFa inh: reduces TNF alpha induced VCAM1 expression in HUVEC | HUVEC TNFa-induced VCAM-1 immunofluorescence, high-content imaging | actives 0.48% (n = 95,000) | inhibition, % at 2 µM;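 active = inhibition above the batch mean plus 3 SD, with images confirmed as a hit by eye, cut at about 37% in these data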;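 also: 0% = TNF-stimulated DMSO wells and 100% = unstimulated control wells; not every result past the cut was called active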
Smad3 inh: Smad3 (human) transcription factor binding inhibition; P84022; TR-FRET Smad3/Dy647-FoxH1 peptide binding, europium anti-His; inhibition, % at 25 µM; actives 0.29% (n = 88,000);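 active = compounds that reduce the energy-transfer binding signal between the protein and its labelled peptide by more than half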;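 also: 0% = Smad3 plus labelled peptide maximal FRET and 100% = peptide-only background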
Starred values were filed as active, the others as inactive; / = no result given; [ ] = another dose, or the depositor's remark.

1: COc1ccc(CN2C3CCCC2CC(NC(=O)Nc2ccccc2C)C3)cc1 (stereo unspecified)
2: N#Cc1ccc(CSc2nnc(-c3ccccn3)n2-c2ccccc2)cc1
3: CSc1nc(N2CCOCC2)c2c3c(sc2n1)CCCC3
4: Cc1nnc2sc(-c3ccc(NC(=O)c4ccc(-c5ccc(Br)cc5)o4)cc3)nn12
5: Cc1ccnc(NC(=O)c2ccc(COc3ccc(Cl)cc3)o2)c1
6: Nc1nc(-c2ccco2)nn1C(=O)CCc1ccccc1
7: O=C1C2C3C=CC(C3=C3CCCCC3)C2C(=O)N1c1ccccc1 (stereo unspecified)
8: N#Cc1c(=O)c2nc(NCc3ccccc3)ncc2n2ccccc12
compound no.	1	2	3	4	5	6	7	8
F-actin modifier	-12	3	38	-21	-19	1	-2	9
sEH act	-63	15	-7	-26	10	0	-3	6
ERb coact inh	18	-6[fluorescence artefact?]	-1	48[fluorescence artefact?]	9	0	-11	/
TNFa cytotox	/	0	-22	-5	-5	-10	4	4
HUVEC tox IL1B	-6	21	-13	/	16	-14	-10	11
sEH inhibitor	64	-20	10	24	-7	2	4	-8
Candida biofilm	4	0	5	5	3	7	-4	/
VCAM1 TNFa inh	6	-4	10	13	-4	1	-2	5
Smad3 inh	0	2	20	-3	18	7	-3	/

9: O=C1CN(C(=O)COC(=O)c2oc3ccccc3c2COc2ccccc2)c2ccccc2N1
10: O=C(C1CCN(CCCc2ccccc2)CC1)N1CCCCC1
11: O=C(Cn1cnc2ccccc2c1=O)N(Cc1ccco1)c1ccc(O)cc1
12: CCn1c2ccccc2c2cc(NS(=O)(=O)c3ccc(C)cc3)ccc21
13: O=C(NCC1CCCO1)C1CC(c2ccc(Cl)c(Cl)c2)=NO1 (stereo unspecified)
14: O=c1[nH]c2c(s1)C(c1ccco1)C1C3CCC(C3)C1S2 (stereo unspecified)
15: O=C(c1cccs1)N1CCCC1
16: CCOC(=O)C1CCCCN1C(=O)CCc1c(C)nc2ncnn2c1C (stereo unspecified)
compound no.	9	10	11	12	13	14	15	16
F-actin modifier	-15	1	8	-63	-2	-12	1	1
sEH act	2	-9	-4	10	2	-1	13	/
ERb coact inh	/	-4	/	/	-5	-1	-7[fluorescence artefact?]	-6
TNFa cytotox	-32	-12	-8	-21	-4	/	-14	-20
HUVEC tox IL1B	0	-5	-18	-9	-12	9	-22	-24
sEH inhibitor	0	10	4	-10	4	4	-7	/
Candida biofilm	/	0	/	/	-4	8	/	0
VCAM1 TNFa inh	-9	4	-16	6	0	-21	24	15
Smad3 inh	/	4	/	/	0	-1	-1	2

17: O=C(/C=C/c1ccccc1)NC(=S)Nc1ccc(N2CCOCC2)cc1
18: COc1cccc(C2=NC(C)(C)NC(c3ccccc3O)C2)c1 (stereo unspecified)
19: O=c1[nH]c(NCc2ccccc2)nc2c1CCC2
20: Cc1cccc(CN2CCN(CC(=O)NCCCN3CCN(c4ccc(F)cc4)CC3)C2=O)c1
21: COC(=O)c1ccc(NC(=O)c2cn(-c3ccccc3)nc2-c2ccncc2)cc1
22: C=C(C)COc1ccc(-c2[nH]ncc2Oc2cccc(OC)c2)c(O)c1
23: O=C(NCc1ccco1)/C(=C/c1cccnc1)NC(=O)c1cccc(Br)c1
24: CCN(CC)c1ccc(NC(=O)c2ccc(Br)o2)c(C)c1
compound no.	17	18	19	20	21	22	23	24
F-actin modifier	-11	-12	/	-10	-7	11	17	-8
sEH act	-4	-6	9	1	-2	0	-12	-6
ERb coact inh	/	-8[fluorescence artefact?]	-7	-5	/	0	/	5[fluorescence artefact?]
TNFa cytotox	-30	-5	-17	-8	-4	-38	-2	-31
HUVEC tox IL1B	-17	-20	-7	-2	-16	-44	-8	-1
sEH inhibitor	4	5	-8	-2	4	3	14	3
Candida biofilm	/	-3	1	8	/	5	/	5
VCAM1 TNFa inh	-12	6	-10	8	-3	2	15	-8
Smad3 inh	/	-4	7	-7	/	-4	/	-6

25: O=[N+]([O-])c1nn(-c2ccc3c(c2)OCCO3)n(O)c1=NC1CCCCC1
26: COc1ccc(-c2nn[nH]n2)cc1OC
27: CCn1c(SCC(=O)Nc2cc(F)ccc2C)nnc1-c1ccccc1O
28: O=C(CCCCCn1c(=S)[nH]c2ccc(Br)cc2c1=O)NCC1CCCO1 (stereo unspecified)
29: Cc1cc(C)c(S(=O)(=O)N2CCCCC2)cc1N(C)S(=O)(=O)c1ccc(Cl)cc1
30: COc1cc(C(=O)OCC(=O)c2cc(C)n(C)c2C)cc(NC(=O)c2ccco2)c1OC
31: COc1cc(C(=O)Nc2ccc(NC(=O)c3ccco3)nc2)cc(OC)c1OC
32: C=CCn1cnc2c(NCc3ccccc3)ncnc21
compound no.	25	26	27	28	29	30	31	32
F-actin modifier	10	-5	3	-4	10	17	15	17
sEH act	1	-2	5	-28	14	2	1	1
ERb coact inh	5	2	7[fluorescence artefact?]	30[fluorescence artefact?]	/	38[fluorescence artefact?]	-3[fluorescence artefact?]	-9
TNFa cytotox	-1	2	/	-25	-16	8	-20	-17
HUVEC tox IL1B	1	4	21	3	16	2	0	4
sEH inhibitor	-1	2	0	25	-11	-2	-1	1
Candida biofilm	1	1	-4	-1	/	4	1	9
VCAM1 TNFa inh	7	28	2	4	0	-8	-2	4
Smad3 inh	-2	-7	-3	14[fluorescence artefact?]	/	-4	1	-4

33: CCOC(=O)c1nn(-c2cccc(OC)c2)c(-c2ccccc2)c1C(=O)c1ccccc1
34: CC(=O)Nc1ccccc1OCC(=O)c1ccc2c(c1)OCO2
35: Cc1ccc2c(c1)C(N1CCCC1=O)CC(c1ccco1)N2 (stereo unspecified)
36: O=C(CC(O)(C(F)(F)F)C(F)(F)F)Nc1ccc(Cl)c(Cl)c1
37: CCOc1cccc(NC(=O)CSc2nncn2N)c1
38: Cc1ccc(-c2noc(CCC(=O)N3CCCc4ccccc43)n2)cc1
39: CC(=O)NC(=O)c1nnn(Cc2ccccc2)c1NC(C)=O
40: Cc1onc(-c2ccccc2)c1C(=O)Nc1nnc(-c2ccncc2)s1
compound no.	33	34	35	36	37	38	39	40
F-actin modifier	/	16	19	-15	6	-6	10	6
sEH act	6	-4	0	-3	13	-5	2	-1
ERb coact inh	/	-3	/	-10	-10	4[fluorescence artefact?]	13	-2
TNFa cytotox	-24	-10	-16	-11	13	-18	-14	-4
HUVEC tox IL1B	-12	-12	-31	-7	-9	6	-9	-44
sEH inhibitor	-9	4	2	3	-12	8	1	1
Candida biofilm	/	-4	/	4	-2	1	6	4
VCAM1 TNFa inh	7	-41	-8	-6	-2	4	18	11
Smad3 inh	/	12	/	-6	-5	1	1	-3

Structures above that have an NH in an aromatic ring (5):
14: O=c1[nH]c2c(s1)C(c1ccco1)C1C3CCC(C3)C1S2 (stereo unspecified)
19: O=c1[nH]c(NCc2ccccc2)nc2c1CCC2
22: C=C(C)COc1ccc(-c2[nH]ncc2Oc2cccc(OC)c2)c(O)c1
26: COc1ccc(-c2nn[nH]n2)cc1OC
28: O=C(CCCCCn1c(=S)[nH]c2ccc(Br)cc2c1=O)NCC1CCCO1 (stereo unspecified)
compound no.	14	19	22	26	28
F-actin modifier	-12	/	11	-5	-4
sEH act	-1	9	0	-2	-28
ERb coact inh	-1	-7	0	2	30[fluorescence artefact?]
TNFa cytotox	/	-17	-38	2	-25
HUVEC tox IL1B	9	-7	-44	4	3
sEH inhibitor	4	-8	3	2	25
Candida biofilm	8	1	5	1	-1
VCAM1 TNFa inh	-21	-10	2	28	4
Smad3 inh	-1	7	-4	-7	14[fluorescence artefact?]

Some of the entries so far, with tabs:
No.	Structure	F-actin modifier	sEH act	ERb coact inh	TNFa cytotox	HUVEC tox IL1B	sEH inhibitor	Candida biofilm	VCAM1 TNFa inh	Smad3 inh
35	Cc1ccc2c(c1)C(N1CCCC1=O)CC(c1ccco1)N2 (stereo unspecified)	19	0	/	-16	-31	2	/	-8	/
34	CC(=O)Nc1ccccc1OCC(=O)c1ccc2c(c1)OCO2	16	-4	-3	-10	-12	4	-4	-41	12

(continued)
41: COc1ccc(C(O)Cc2nc3ccccc3n2C)cc1OC (stereo unspecified)
42: COc1cc2c(cc1OC)C(c1ccc(N(C)C)cc1)CC(=O)N2 (stereo unspecified)
43: COC(=O)c1sccc1NC(=O)CN(C)NS(=O)(=O)c1ccc([N+](=O)[O-])cc1
44: CCCC(=O)C1=C(c2ccccc2)C(C#N)(C#N)C(C#N)=C1N
45: O=C(O)C1CC=CCC1C(=O)Nc1cccc(Cl)c1Cl (stereo unspecified)
46: O=C(c1ccc2snnc2c1)N1CCN(c2ccccc2)CC1
47: COc1ccc(CNC(=O)C(CCSC)NC(=O)c2ccco2)cc1 (stereo unspecified)
48: O=C(N/N=C/c1ccco1)c1ccccn1
compound no.	41	42	43	44	45	46	47	48
F-actin modifier	/	-8	20	-6	-2	-6	-23	-27
sEH act	-11	7	11	0	8	10	3	27
ERb coact inh	-28[fluorescence artefact?]	-15	/	34[fluorescence artefact?]	-4	-29	/	/
TNFa cytotox	/	3	2	-9	-14	-2	5	8
HUVEC tox IL1B	-21	-29	-53	-87	4	-9	6	46
sEH inhibitor	15	-4	-10	-2	-8	-8	-1	-25
Candida biofilm	6	7	/	-6	6	2	/	/
VCAM1 TNFa inh	/	-1	8	-16	37	2	1	-1
Smad3 inh	9	-1	/	-10	6	-5	/	/

49: c1ccc2sc(SCc3ccc(-c4nnco4)cc3)nc2c1
50: CCC(=O)Nc1c(C)c(CC)nc2ccccc12
51: Cn1nnnc1SCc1nnc(-c2ccc(Cl)cc2)o1
52: Nc1c(C(=O)Nc2ccc3c(c2)OCCO3)nnn1CCc1ccccc1
53: C[N+]1(CC(=O)Nc2ccccc2Cl)CCN(C(=O)c2cccs2)CC1
54: Cc1cc(C)nc(-n2nc(C)cc2NC(=O)CN2CCc3ccccc3C2)n1
55: CCCCC(=O)Nc1ncc(Br)s1
56: COc1ccc(CCNc2oc(-c3ccccc3OC)nc2C#N)cc1OC
compound no.	49	50	51	52	53	54	55	56
F-actin modifier	-15	15	14	-15	-8	18	-7	/
sEH act	11	-1	/	/	1	/	9	13
ERb coact inh	-2	-3	-2	-2	-6	2	17	0[fluorescence artefact?]
TNFa cytotox	-22	-31	-46	-29	-6	2	-5	/
HUVEC tox IL1B	18	2	16	0	-96	-11	-18	/
sEH inhibitor	-11	0	/	/	-3	/	-5	-12
Candida biofilm	7	5	3	0	4	5	2	7
VCAM1 TNFa inh	-15	5	9	1	7	-9	-29	/
Smad3 inh	4	5	8	-1	-2	4	-3	-11

57: O=C(Cn1nnc2ccccc2c1=O)NCc1ccco1
58: CN(Cc1ccccc1)c1nc2c(c(=O)n(C)c(=O)n2C)n1CCCc1ccccc1
59: CCC(=O)N1CCN(c2ccc(OC)cc2[N+](=O)[O-])CC1
60: COc1ccc2c(c1)CCc1c(C(=O)N3CCCCCC3)noc1-2
61: COc1ccc(S(=O)(=O)N2CCc3ccccc3C2)cc1OC
62: COc1ccc(-c2noc(-c3ccccc3C(=O)Nc3cccnc3)n2)cc1
63: CS(=O)(=O)Nc1ccc2c(c1)nc1n2CCOC1
64: CCOC(=O)C1CCCN(Cc2c(F)cccc2Cl)C1 (stereo unspecified)
compound no.	57	58	59	60	61	62	63	64
F-actin modifier	17	62	-10	14	13	0	-8	-4
sEH act	/	0	-4	2	14	26	/	17
ERb coact inh	21	5	/	-6	-11	-8[fluorescence artefact?]	-7[fluorescence artefact?]	-11
TNFa cytotox	-24	-26	-2	-84	-27	6	-14	-7
HUVEC tox IL1B	-53	4	-27	-22	-10	12	34	-4
sEH inhibitor	/	-1	4	-3	-14	-24	/	-14
Candida biofilm	6	4	/	3	6	-3	8	7
VCAM1 TNFa inh	1	-7	-1	-34	2	-8	5	27
Smad3 inh	9	2	/	5	0	-6	2	9

An excerpt. The share of hits here may be higher or lower than overall.
